ERK EGF block – EGF-driven ERK pathway inhibition; HEK293-V1b, EGF-stimulated phospho-ERK AlphaScreen; Potency, µM (top dose mostly 11.5 µM), for the others: at the top dose activity change, negative = inhibition, usual class: inhibitors; actives 0.41% (n = 130,000); active = well fitted inhibition curve with a large enough effect; inconclusive = small, poorly fitted or top-dose-only effect, or effect the other way;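 note: plate controls were stimulated vehicle wells for no effect and unstimulated vehicle basal for full effect; nearly all actives have a fitted effect of over 55% in size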
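HEK293 cells stably expressing V1b receptor, serum-reduced (1% FBS) overnight, got compound for 30 min at 37C, then 25 nM EGF for 5 min. Lysate phospho-ERK read by AlphaScreen SureFire; AC50 from Hill fits.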
Starred values were filed as active, the others as inactive; u = inconclusive; [ ] = dose if it differs, or a comment. Potency is the fitted concentration of half-maximal effect. A portion of the library; count on the stated rates, not on these rows.

ERK EGF block	SMILES
12%[57.5 µM]	Cc1cc(C)cc(NC(=O)CSc2nc(CSc3ccc(Cl)cc3)cc(=O)[nH]2)c1
-13%	C=CCn1c(=S)[nH]c2ccccc2c1=O
7%	CC(C)OC(=O)CSc1nc2cc3c(cc2cc1C#N)OCO3
12%[57.5 µM]	COCCn1c(SCC(=O)Nc2cc(C)on2)nc2c(c1=O)SC(C)C2 (stereo unspecified)
-11%	Cc1cc(NCc2ccncc2)ccc1Br
3%[57.5 µM]	Cc1ccc(S(=O)(=O)NNC(=O)c2cc(C)cs2)cc1
2%[57.5 µM]	CCC(=O)N1CC2(CC(c3cccc(NC(=O)CC(c4ccccc4)c4ccccc4)c3)=NO2)C[C@H]1C(N)=O (stereo partly specified)
-6%	O=C(CCCN1C(=O)/C(=C\c2ccco2)SC1=S)Nc1ccc2ccccc2c1
-11%	O=C(/C=C/c1ccccc1[N+](=O)[O-])NCCCn1ccnc1
4%	COc1ccc(C(=O)Nc2ccc(C(=O)NCCc3ccccc3)cc2)cc1
-6%	O=[N+]([O-])c1ccc(N2CCN(C(=S)Nc3ccc(F)cc3)CC2)cc1
-7%	Cc1ccc2c(c1)c(C1=NC(=S)NC1=O)c(O)n2C
2%	CCN(C(=O)COC(=O)c1cn(-c2ccccc2)nc1-c1ccccc1)C1CCS(=O)(=O)C1 (stereo unspecified)
8%	CCc1nccn1Cc1cc(C=O)ccc1OC
-2%	CCC1CCCCN1C(=S)NC1CCCCC1 (stereo unspecified)
-3%	O=C(/C=C/c1cccs1)Nc1scc(-c2ccccc2)c1C(=O)O
2%	Cn1nnnc1SCCNCc1ccccc1OCc1ccc(F)cc1
1%	O=[N+]([O-])c1cc2c(c(CSc3nnc4ccccn34)c1)OCOC2
-3%	COc1cc(/C=C/C(=O)OCC(=O)NCCN2C(=O)CSC2=O)ccc1OC(F)F
2%	Cc1cccc(SC2CCN(Cc3nc(CC4CC4)no3)CC2)c1

Further compounds follow:
ERK EGF block	SMILES
22%	COC(=O)C1OC(=O)C2OC23[C@]2(C)C(OC(C)=O)CC4C(C)(C)C(=O)CC[C@]4(C)C2CC[C@@]13C (stereo partly specified)
7%	Cc1cc2cc(CCNC(=O)c3cccs3)c(=O)[nH]c2cc1C
-1%	CCOC(=O)CSc1nc(-c2ccccn2)ncc1OC
0%	CCCn1c(=S)[nH]c2ccc(C(F)(F)F)cc21
-3%	O=[N+]([O-])c1cccc(Cl)c1CSc1ccccn1
-7%	CCOC(=O)C1=C(C)NC(=O)CC1c1cc(OC)c(OC)cc1Br (stereo unspecified)
9%[57.5 µM]	CCOC(=O)C1=C(CSc2nc3c(cc2C#N)CCC3)OC(N)=C(C#N)C1c1ccccc1 (stereo unspecified)
-4%	CC(=O)c1ccc(NC(=O)C(=O)c2cn(CC(=O)N3CCCCC3)c3ccccc23)cc1
7%	CCN(CC)S(=O)(=O)c1ccc(NN=C2CCN(C)CC2)c([N+](=O)[O-])c1
0%	CCOc1ccc(N(Cc2ccc(OC)c(OC)c2)C(=O)c2ccco2)cc1
4%	COc1ccc(CCN2C(=O)NC(NC(=O)CC(C)C)(C(F)(F)F)C2=O)cc1OC (stereo unspecified)
4%	CC(C)C(=O)N1CCN(c2ccc([N+](=O)[O-])cc2Cl)CC1
-10%	CN1CCN(S(=O)C23CC4CC(CC(C4)C2)C3)CC1 (stereo unspecified)
6%[57.5 µM]	CC(=O)NC(CC(=O)Nc1nccs1)c1ccccc1 (stereo unspecified)
-3%	COc1ccc(Nc2nc3ccc(C)cn3c(=O)c2/C=N/O)cc1
-15%[57.5 µM]	c1ccc(Cc2cc[n+](Cc3ccccn3)cc2)cc1
-8%	CCN1CCN(CCCN(Cc2ccco2)C(=S)Nc2ccc(Cl)c(C)c2)CC1
5%	CCOC(=O)C1(Cc2ccccc2C)CCCN(C(=O)CCc2cccnc2)C1 (stereo unspecified)
-4%	NC1=NC2(CCCCC2)N=C(Nc2ccc(Br)cc2)N1
0%[57.5 µM]	CCOc1ccccc1NC(=S)Nc1ccc2cn[nH]c2c1

(continued)
ERK EGF block	SMILES
8%	CCc1cccc(CC)c1NC(=O)C(NS(=O)(=O)c1cccs1)c1ccccc1 (stereo unspecified)
-9%	O=c1[nH]c(=S)[nH]c2[nH]c(=S)[nH]c12
0%	CC(=O)Nc1ccc(CN2CCN(Cc3ccc(C)cc3)C(CCO)C2)cc1 (stereo unspecified)
6%	COc1ccc(OC)c(S(=O)(=O)N2CCCC(C)C2)c1 (stereo unspecified)
-1%	CC(C)(C)c1ccc(S(=O)(=O)Nc2cccc(C3OCCCO3)c2)cc1
6%	CCOC(=O)C1CNc2cc(S(=O)(=O)CC)ccc2O1 (stereo unspecified)
2%[57.5 µM]	CCNC(=S)/C(=C(/[O-])c1ccc([N+](=O)[O-])cc1)[n+]1ccccc1
-11%	CC(=O)Nc1nnc(CCS(=O)(=O)c2ccc(C)c(C)c2)s1
-5%[57.5 µM]	COc1ccc(N(CCC#N)C(=O)/C(C#N)=C\c2cccs2)cc1
-5%[57.5 µM]	COc1ccc(N2C(=O)[C@H]3[C@@H](C2=O)C2c4ccccc4C=NN2[C@H]3C(=O)C(C)(C)C)cc1 (stereo partly specified)
3%	C=CCOc1c(Br)cc(/C=N/n2c(CC)n[nH]c2=S)cc1Br
0%	COC(=O)C1CCN(CC(=O)Nc2ccccc2Sc2ccccc2)CC1
-4%[57.5 µM]	CCn1nc(C)cc1C(=O)N1CCCC(C(=O)c2ccc3ccccc3c2)C1 (stereo unspecified)
4%	CCOc1ccc(NS(=O)(=O)c2ccc(C(=O)N3CCN(c4ncccn4)CC3)cc2)cc1
-3%	NS(=O)(=O)c1ccc(NC(=O)c2cc(Cl)ccc2Cl)cc1
-9%[57.5 µM]	Cn1c(NC(=O)c2ccc(F)cc2)c(-c2ccccn2)c(=O)c2ccccc21
-8%	COc1ccccc1-n1nc(C)cc1N
10%	CCOC(=O)N1CCN(c2ccc(F)cc2[N+](=O)[O-])CC1
u	O=C(CN1c2ccccc2Sc2ccccc21)N/N=C/c1ccc([N+](=O)[O-])cc1
-5%[57.5 µM]	Cc1ccc(SCCOCCN2CC(C)OC(C)C2)cc1 (stereo unspecified)

Continuation:
ERK EGF block	SMILES
3%	CCN(CC)S(=O)(=O)c1cc(C(=O)Oc2cccc(-c3cnc4ccccc4n3)c2)ccc1OC
-2%[57.5 µM]	CCC(=O)Nc1cccc(C2=NOC3(C2)C[C@@H](C(N)=O)N(C(=O)COc2ccc(Cl)cc2)C3)c1 (stereo partly specified)
-2%	CC(=O)Nc1ccccc1OCC(=O)NC(C)c1ccc(F)cc1 (stereo unspecified)
8%	CCS(=O)(=O)Nc1ccc(C2=NN(C(=S)Nc3ccccc3)C(c3ccco3)C2)cc1 (stereo unspecified)
3%	O=C(Nc1ccccc1)Nc1ccc(F)c([N+](=O)[O-])c1
6%	CCC(=O)Nc1nn(C)c2nc3c(C)cccc3cc12
-3%	Cc1nnc(SCC(=O)N/N=C/c2cc(Cl)c(O)c(Cl)c2)s1
-2%	NC(=O)CN1C(=O)C(O)(CC(=O)c2ccccc2O)c2ccccc21 (stereo unspecified)
-1%[57.5 µM]	CC(C)(C)NC(=S)N/N=C/c1cc(Br)c(O)c(Br)c1
-6%	CCCC1O[C@@H]2CC3C4CCC5=CC(=O)C=C[C@]5(C)C4C(OC(C)=O)C[C@]3(C)[C@]2(C(=O)COC(C)=O)O1 (stereo partly specified)
10%	COCCNC(=O)CSc1ccccc1C(=O)O
-4%	COc1ccc2c(c1)O[C@@H](c1ccc3c(c1)OCO3)[C@H](OC(=O)NS(=O)(=O)c1ccc(F)cc1)C2=O
0%[57.5 µM]	COc1ccc(C(=O)CSc2ncnc3nc[nH]c23)cc1
-7%	COc1cccc(NC(=O)N2CCC(n3nnc4ccccc43)CC2)c1
2%	CCc1cccc(CC)c1NC(=O)NC1CCCCC1
-7%[57.5 µM]	CCN(CC)C(=O)C(=O)c1cccn1-c1cccc(OC)c1C#N
5%	Cc1ccc(C2NC(=O)NC(O)(C(F)(F)F)C2C(=O)c2cccs2)o1 (stereo unspecified)
-6%[57.5 µM]	CC(C)(C)C(=O)Nc1nnc(COc2ccc(Cl)cc2)s1
-3%	Cc1nn(-c2ccccc2)c2c1C(c1ccc(Cl)cc1)N(c1ccccc1)C(=O)N2 (stereo unspecified)
-4%[57.5 µM]	CC(=O)N/C(=C\c1ccc(F)cc1)C(=O)NC(Cc1ccccc1)C(=O)O (stereo unspecified)

Carrying on:
ERK EGF block	SMILES
10%	Cc1nn(C)cc1CNC(=O)c1cccc(Br)c1
-4%	COc1cccc(OC)c1C(=O)OCC(=O)NCC(C)C
3%	CCC(C(=O)Nc1ncc(C)s1)c1ccccc1 (stereo unspecified)
2%	Cc1ccc(Nc2c(-c3ccc(N4CCOCC4)cc3)nc3ncccn23)c(C)c1
-1%	O=C(c1ccco1)N1CCN(S(=O)(=O)c2ccc([N+](=O)[O-])cc2)CC1
0%	Cc1nnc(SCC(=O)Nc2sc3c(c2C(=O)c2ccccc2)CCCC3)s1
1%	O=[N+]([O-])c1cc(Br)c(O)c(C=Nc2ccc(N3CCOCC3)cc2)c1
4%	Cc1cccc(C(=O)NCc2nnc(SCC(=O)NC(C)c3ccccc3)n2C)c1 (stereo unspecified)
13µM*	COC1=C(Nc2ccc(OC)cc2)C(=O)c2ccccc2C1=O
-4%	COc1ccc(/C=C/C(=O)C2C(=O)C=C(C)OC2=O)cc1O (stereo unspecified)
3%	Cc1cc(=O)[nH]c(CN2CCC(c3ccccc3)CC2)n1
0%	CCn1ncc(Br)c1C(=O)Nc1cccc(F)c1
-7%[57.5 µM]	COc1cc(CNCCN(C)C)c(Br)cc1OC1CCCC1
0%	Cc1cc(NC(=O)c2ccc(S(=O)(=O)N3CCc4ccccc43)cc2)no1
-16%[57.5 µM]	O=C(CSc1ccc(Cl)cc1)N1N=CCC1c1ccccc1 (stereo unspecified)
-6%	COc1ccccc1Sc1nc(-c2ccccc2)ncc1OC
6%	CCN(CC(O)COCc1ccc(Cl)cc1)C1CCCCC1 (stereo unspecified)
4%	COc1cccc(NC(=O)CSc2nc3c(c(=O)n2C)SC(C)C3)c1 (stereo unspecified)
4%	CCOC(=O)c1c(C)[nH]c(C(=O)COC(=O)CNC(=O)c2ccc(Cl)cc2)c1C
6%	COc1ccc(-n2c(=O)cc(N3CCc4ccccc43)[nH]c2=O)cc1

Reformatted bar-delimited: entries from further up.
Compound | ERK EGF block
Cc1cc(C)cc(NC(=O)CSc2nc(CSc3ccc(Cl)cc3)cc(=O)[nH]2)c1 | 12%[57.5 µM]
C=CCn1c(=S)[nH]c2ccccc2c1=O | -13%
CC(C)OC(=O)CSc1nc2cc3c(cc2cc1C#N)OCO3 | 7%
COCCn1c(SCC(=O)Nc2cc(C)on2)nc2c(c1=O)SC(C)C2 (stereo unspecified) | 12%[57.5 µM]
Cc1cc(NCc2ccncc2)ccc1Br | -11%
Cc1ccc(S(=O)(=O)NNC(=O)c2cc(C)cs2)cc1 | 3%[57.5 µM]
CCC(=O)N1CC2(CC(c3cccc(NC(=O)CC(c4ccccc4)c4ccccc4)c3)=NO2)C[C@H]1C(N)=O (stereo partly specified) | 2%[57.5 µM]
O=C(CCCN1C(=O)/C(=C\c2ccco2)SC1=S)Nc1ccc2ccccc2c1 | -6%
O=C(/C=C/c1ccccc1[N+](=O)[O-])NCCCn1ccnc1 | -11%
COc1ccc(C(=O)Nc2ccc(C(=O)NCCc3ccccc3)cc2)cc1 | 4%
O=[N+]([O-])c1ccc(N2CCN(C(=S)Nc3ccc(F)cc3)CC2)cc1 | -6%
Cc1ccc2c(c1)c(C1=NC(=S)NC1=O)c(O)n2C | -7%
CCN(C(=O)COC(=O)c1cn(-c2ccccc2)nc1-c1ccccc1)C1CCS(=O)(=O)C1 (stereo unspecified) | 2%
CCc1nccn1Cc1cc(C=O)ccc1OC | 8%
CCC1CCCCN1C(=S)NC1CCCCC1 (stereo unspecified) | -2%
O=C(/C=C/c1cccs1)Nc1scc(-c2ccccc2)c1C(=O)O | -3%
Cn1nnnc1SCCNCc1ccccc1OCc1ccc(F)cc1 | 2%
O=[N+]([O-])c1cc2c(c(CSc3nnc4ccccn34)c1)OCOC2 | 1%

(continued)
ERK EGF block	SMILES
4%[57.5 µM]	CC1(C)Cc2c(c(N3CCOCC3)nc3sc4c(NCCN5CCOCC5)nnnc4c23)CS1
10%[57.5 µM]	COc1ccc(NC(=O)CC2C(=O)N(C)C(=S)N2CCc2ccc(F)cc2)cc1 (stereo unspecified)
7%[57.5 µM]	Cc1ccc(S(=O)(=O)NCC[C@@]2(C)C3CCC2(C)C(=O)C3)cc1 (stereo partly specified)
10%	CN=C1SC(CC(=O)Nc2sc3c(c2C#N)CCCC3)C(=O)N1C (stereo unspecified)
-6%	O=C(NNC(=O)C1CC1c1ccccc1)Nc1ccccc1 (stereo unspecified)
6%	COCCNC(=O)/C(C#N)=C1\N=C(N)c2ccccc21
-1%	COc1ccc(CCN2C(=O)CC(C(C)c3ccccc3)C2=O)cc1OC (stereo unspecified)
-13%	COc1cccc(C(=O)Oc2cc(C)[nH]c(=O)c2[N+](=O)[O-])c1
0%	COCC1CCCN(Cc2cn(-c3ccccc3)nc2-c2ccc3c(c2)OCO3)C1 (stereo unspecified)
2%	O=S(=O)(c1ccccc1)n1cc(-c2ccccn2)c(N2CCOCC2)n1
8%	Cc1ccc(NC(=O)c2ccc(OC(=O)C(C)Oc3ccc(Cl)cc3C)cc2)cc1 (stereo unspecified)
1%	O=c1n(Cc2ccccc2F)c2ccccc2n1Cc1ccccc1F
-7%[57.5 µM]	CC(=O)c1ccc(-c2cc([C@H]3[C@H]4C=CC[C@@H](C)[C@@H]4C(=O)N3Cc3ccccc3)ccc2F)cc1
9%[57.5 µM]	CC1(C(=O)Nc2cccc3ccccc23)CC1(Br)Br (stereo unspecified)
